High-throughput results as filed in PubChem BioAssay.
DT40 TDP1 no CPT = qHTS for Inhibitors of human tyrosyl-DNA phosphodiesterase 1 (TDP1): qHTS in cells in absence of CPT | DT40 Tdp1-/- hTDP1 cells, no CPT, ATP luminescence, 48 h | Potency, µM (titrated, usually from 46.2 µM), without a hit: top-dose activity change, negative = growth inhibition, most hits filed as inhibitors | 15% of 420,000 active | AID 686978, 2013; note: nearly all actives have a fitted effect of over 55% in size
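Chicken DT40 Tdp1-/- cells complemented with human TDP1, screened without camptothecin (DMSO vehicle only), 400 cells/well. Compounds pin-transferred, cells incubated at 37 °C for at least 48 hr. Growth read as ATP-dependent luminescence (CellTiter-Glo, 30 min at RT).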
TDP1 block = TDP1 (human) enzyme inhibition; 0.28% of 350,000 active; recombinant TDP1, AlphaScreen DNA substrate cleavage; AID 485290; Potency, µM (top dose mostly 130 µM), for the others: at the top dose activity change, negative = inhibition, actives largely listed as inhibitors; note: nearly all actives have a fitted effect of over 40% in size
Target sequence (Q9NUW8 whole entry, looked up): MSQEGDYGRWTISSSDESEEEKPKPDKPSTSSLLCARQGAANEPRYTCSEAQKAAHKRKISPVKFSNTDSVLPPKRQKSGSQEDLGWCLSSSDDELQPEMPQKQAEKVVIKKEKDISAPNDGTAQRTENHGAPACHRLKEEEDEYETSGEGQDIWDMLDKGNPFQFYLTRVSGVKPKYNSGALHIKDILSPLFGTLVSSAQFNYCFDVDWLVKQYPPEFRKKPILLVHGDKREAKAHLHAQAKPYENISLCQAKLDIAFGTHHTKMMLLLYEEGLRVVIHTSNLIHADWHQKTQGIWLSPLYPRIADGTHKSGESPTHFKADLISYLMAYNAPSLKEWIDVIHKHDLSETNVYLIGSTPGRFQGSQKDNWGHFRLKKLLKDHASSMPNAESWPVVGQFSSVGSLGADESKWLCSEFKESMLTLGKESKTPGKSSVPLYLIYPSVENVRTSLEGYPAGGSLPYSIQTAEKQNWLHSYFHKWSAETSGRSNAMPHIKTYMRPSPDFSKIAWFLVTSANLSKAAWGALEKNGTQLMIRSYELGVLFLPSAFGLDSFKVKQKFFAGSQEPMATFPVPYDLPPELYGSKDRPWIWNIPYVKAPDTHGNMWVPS
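Steps: enzyme plus compound, 15 min RT; add biotin/phosphotyrosine-FITC oligonucleotide (15 nM final), react 5 min; add donor/acceptor beads (10 ug/ml final), 10 min; read AlphaScreen. Tdp1 at 1 nM final.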
DT40 TDP1 CPT = growth inhibition of DT40 Tdp1-/-;hTDP1 cells with camptothecin (screen for TDP1 inhibitors) | chicken DT40 Tdp1-/-;hTDP1 cells + 20 nM CPT, ATP luminescence, 48 h | Potency, µM (top dose mostly 46.2 µM), inactives show top-dose activity change, negative = growth inhibition, actives largely listed as inhibitors | 12% of 420,000 active | AID 686979; note: nearly all actives have a fitted effect of over 55% in size
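Chicken DT40 Tdp1-/- cells stably complemented with human TDP1 were seeded at 400 cells/well in medium containing 20 nM camptothecin, exposed to pin-transferred compounds, and grown at 37 °C for at least 48 hr. Viability was read as ATP luminescence.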
* hit, by the source's call; u = inconclusive; x = not tested or not shown; [ ] = remark or other dose. Calls come from the whole dose curve; as a rule, active = well fitted curve in the direction sought with a large enough effect; inconclusive = small, poorly fitted or top-dose-only effect, or another doubt; inactive = no such curve, though single readings can be large; an effect the other way counts as inactive or inconclusive. % is set by controls: 0 for no effect and ±100 for the full control effect; potency is the fitted concentration of half-maximal effect.

SMILES	DT40 TDP1 no CPT	TDP1 block	DT40 TDP1 CPT
COc1ccc(CCC(=O)NCCc2csc(-c3cccc(C)c3)n2)cc1	u	8%	u
CCC[C@@H]1CCCO[C@@](C(=O)NCc2ccc(S(C)(=O)=O)cc2)(C(F)(F)F)C1	u	9%	29µM*
COc1cc(-c2nnc(SCC(=O)Oc3ccccc3Cl)o2)cc(OC)c1OC	-4%	6%	-4%
O=C(CCCN1C(=O)C(c2ccccc2)Oc2cccnc21)Nc1ccccc1Br (stereo not drawn)	u	x	u
COc1ccc(CCNC(=O)CNCC2CCCCC2)cc1OC	-18%	x	-14%
CC1(C)SC(=S)N(/N=C/c2cccnc2)C1N(O)C(=O)Nc1ccccc1 (stereo not drawn)	-15%	4%	0%
CCN(Cc1ccccc1)S(=O)(=O)c1ccc(F)c(C(=O)Nc2cc(C)ccc2OC)c1	u	-5%	26µM*
N#CCSc1nc2c(cc1C#N)CCCCCC2	-7%	0%	-16%
C/C(=C\C(=O)c1cccnc1)Nc1ccc(C)c(C)c1	-7%	8%	-7%
CCOc1cc(-n2cnnn2)c(OCC)cc1NC(=O)c1cnccn1	-8%	-2%	-18%
CCOC(=O)[C@]12CCCC=C1N(Cc1cccc3ccccc13)C(=O)[C@H](CC(=O)N1CCCCC1)C2	26µM*	x	18µM*
Cc1cc(C)c(C(=O)/C=C/c2ccc3c(c2)OCO3)c(=O)[nH]1	u	5%	u
O=C(NNC(=O)c1cc(S(=O)(=O)N2CCOCC2)c(Cl)cc1Cl)c1ccccc1F	u	1%	-11%
O=C(OCc1nnc(-c2ccccc2)o1)c1ccc(S(=O)(=O)NCc2ccco2)cc1	23µM*	-3%	u
Cn1ncc([N+](=O)[O-])c1C(=O)Nc1ccc(-c2ccccc2)cc1	10%	x	0%
COc1ccc(NC(=O)CN(C)C(=O)c2cc(-c3ccccc3)nc3ccccc23)cc1	15µM*	x	u
COc1ccc(-c2nc3scc(CCNS(=O)(=O)c4ccccc4F)n3n2)cc1	u	8%	u
Cc1ccc(NC(=O)c2ccccc2-c2ccccc2C(=O)O)cc1	-3%	0%	-3%
CC1(C)C(=O)C2(CCCCC2)C(=O)OC1C(=O)c1ccccc1 (stereo not drawn)	-22%	0%	-17%
CN(C)CCCN(C(=O)c1ccco1)c1nc(-c2ccc(Cl)cc2)cs1	u	x	u
CCOC(=O)c1ccc(N2C(=O)c3n[nH]c(-c4ccco4)c3C2c2ccc(C)cc2)cc1 (stereo not drawn)	10µM*	7%	26µM*
Cc1ccccc1Cn1c(=O)n(CCCC(=O)NCc2ccco2)c(=O)c2sccc21	u	3%	-26%
COc1cccc(C2C(C(=O)Nc3ccccc3)=C(C)Nc3nnnn32)c1OC (stereo not drawn)	u	9%	u
COc1c(C)cc(C(=O)C2CCCN(C(=O)c3cc4nc(C)cc(C)n4n3)C2)cc1C (stereo not drawn)	u	-1%	u
COc1ccc(OC)c(Nc2cc(C)nc3ccc(C)cc23)c1	5.2µM*	x	4.6µM*
O=C1CCc2cc(S(=O)(=O)N3CCN(c4ccccc4)CC3)cc3c2N1CCC3	-8%	x	-24%
O=c1cc(-c2ccc(C3CCCCC3)cc2)[nH][nH]1	u	11%	u
CN(C)c1ccc(N=Nc2ccccc2C(=O)OCC(=O)N2CCCC2)cc1	-94%	5%	u
CC(C)CNC(=O)C1(C)CCCN1C(=O)c1cc2ccccc2s1 (stereo not drawn)	-23%	x	-29%
CCN(C[C@H]1N[C@@](C)(C(=O)OC)[C@H]2C(=O)N(Cc3ccccc3)C(=O)[C@@H]12)C(=O)Nc1ccc(F)cc1	-5%	0%	9%
COc1ccccc1-n1cnc2cc(NCc3ccccn3)ccc21	-15%	7%	-28%
Cc1ncc2c(c1CNC(=O)c1ccc3c(c1)OCO3)CCN(C(=O)c1ccc3ccccc3c1)C2	-19%	x	7%[9.04 µM]
COCCn1c(C(C)C)nc2sc3ccccc3c(=O)c2c1=O	-27%	4%	-20%
COc1ccc(CC(=O)NCCS(=O)(=O)N2CCN(c3ccccc3F)CC2)cc1OC	u	8%	u
CCCCOCC(O)Cn1c(C)nc2ccccc21 (stereo not drawn)	u	-6%	-6%
C#CCOCCOCCOCCNc1nc(N2CCN(C(=O)CCCCCCCCCCNC(=O)[C@H]([C@@H](C)CC)n3cc(CCCCN=C(N)N)nn3)CC2)nc(N2CCN(C(=O)CCCCCCCCCCNC(=O)[C@H](CCCCN)n3cc(C)nn3)CC2)n1	8.2µM*	15%	23µM*
C[C@H]1CN([C@@H](C)CO)S(=O)(=O)c2ccc(Br)cc2O[C@@H]1CN(C)C(=O)Cc1ccccc1	u	x	u
CCSc1nnc(-c2ccc(Cl)cc2)c2ccccc12	u	2%	u
COc1ccc(C2CC(c3ccc(C)cc3)Nc3ncnn32)cc1 (stereo not drawn)	u	0%	u
COc1cc(O)ccc1-c1nc2ccc(Br)cn2c1Nc1ccccc1C	9.2µM*	10%	21µM*
CC(=O)NC(c1ccc(F)cc1)c1cccnc1 (stereo not drawn)	9%	3%[56.1 µM]	1%
COc1ccc(Br)cc1CN(C)CC(=O)Nc1cc([N+](=O)[O-])ccc1OC	16µM*	3%	u
CCCC1=NN2C(=N)/C(=C\c3ccc(OCCOc4ccc(NC(C)=O)cc4)c(OC)c3)C(=O)N=C2S1	-3%	x	7%
CS(=O)(=O)c1ccc(C(=O)Nc2ccc(-c3nc4ccccc4[nH]3)cc2)cc1	u	-1%	u
CCCCn1nnnc1C1(C)CCC(=O)N1Cc1cc(OC)ccc1OC (stereo not drawn)	-15%	x	-8%

13 entries already listed, ordered by count of non-hydrogen atoms, highest first:
SMILES	DT40 TDP1 no CPT	TDP1 block	DT40 TDP1 CPT
C#CCOCCOCCOCCNc1nc(N2CCN(C(=O)CCCCCCCCCCNC(=O)[C@H]([C@@H](C)CC)n3cc(CCCCN=C(N)N)nn3)CC2)nc(N2CCN(C(=O)CCCCCCCCCCNC(=O)[C@H](CCCCN)n3cc(C)nn3)CC2)n1	8.2µM*	15%	23µM*
CCCC1=NN2C(=N)/C(=C\c3ccc(OCCOc4ccc(NC(C)=O)cc4)c(OC)c3)C(=O)N=C2S1	-3%	x	7%
Cc1ncc2c(c1CNC(=O)c1ccc3c(c1)OCO3)CCN(C(=O)c1ccc3ccccc3c1)C2	-19%	x	7%[9.04 µM]
C[C@H]1CN([C@@H](C)CO)S(=O)(=O)c2ccc(Br)cc2O[C@@H]1CN(C)C(=O)Cc1ccccc1	u	x	u
O=C1CCc2cc(S(=O)(=O)N3CCN(c4ccccc4)CC3)cc3c2N1CCC3	-8%	x	-24%
CS(=O)(=O)c1ccc(C(=O)Nc2ccc(-c3nc4ccccc4[nH]3)cc2)cc1	u	-1%	u
CCCCn1nnnc1C1(C)CCC(=O)N1Cc1cc(OC)ccc1OC (stereo not drawn)	-15%	x	-8%
COc1ccccc1-n1cnc2cc(NCc3ccccn3)ccc21	-15%	7%	-28%
CC(C)CNC(=O)C1(C)CCCN1C(=O)c1cc2ccccc2s1 (stereo not drawn)	-23%	x	-29%
COCCn1c(C(C)C)nc2sc3ccccc3c(=O)c2c1=O	-27%	4%	-20%
CCSc1nnc(-c2ccc(Cl)cc2)c2ccccc12	u	2%	u
CCCCOCC(O)Cn1c(C)nc2ccccc21 (stereo not drawn)	u	-6%	-6%
CC(=O)NC(c1ccc(F)cc1)c1cccnc1 (stereo not drawn)	9%	3%[56.1 µM]	1%

Other records follow.
SMILES	DT40 TDP1 no CPT	TDP1 block	DT40 TDP1 CPT
COc1ccc2[nH]cc(CCNC(=O)c3ccco3)c2c1	-16%	2%	3%
CC(OC(=O)c1nsc(Cl)c1Cl)C(=O)NCCc1ccccc1 (stereo not drawn)	3%	x	0%
CC1=NN(c2ccccc2)C(=O)/C1=C/C=C/C=C/N(C)C	u	6%	u
COc1ccc(C(=O)N=c2sc3cc(Cl)ccc3n2C)cc1	2%	0%[12.3 µM]	7%
Cc1ccc(C2=CC(c3c(F)cccc3Cl)n3ncnc3N2)cc1C (stereo not drawn)	u	8%	u
C=CCC(O)(CC=C)CNC(=O)C1CCC(=O)N(CCCc2ccccc2)C1 (stereo not drawn)	-7%	1%	-5%
CC(=O)c1cccc(NC(=O)COC(=O)c2ccccc2C)c1	-22%	5%	4%
CCOc1ccc(-n2c(C)nc3cc(C(=O)NCc4ccco4)ccc32)cc1	u	4%	u
COc1ccc(CCNc2nc(C)cc(C)c2C#N)cc1OC	-25%	x	u
Cc1cc(C)c(NC(=O)CN(C)C(C)C(=O)N2CCc3ccccc32)c(C)c1 (stereo not drawn)	u	2%	u
COc1ccc(Cl)cc1NC(=O)CSc1nnc(C)n2c1cc1sccc12	-14%	3%	0%
COc1ccc2c(c1)c(C(=O)O)c(C)n2-c1ccc(Cl)cc1	22%	x	-3%
CCCCN(C(C)=O)c1c(CC)nc2ccc(C(=O)NCCc3ccccn3)cn12	-16%	x	-8%
C[C@H]1C(=O)N(C)CCN1Cc1cn(C)nc1-c1ccc(Oc2ccccc2)cc1	u	0%	u
Cc1sc(NC(=O)C2CCCO2)c(C#N)c1C (stereo not drawn)	1%	0%	-5%
Cc1ccc(C(c2nnnn2CS(=O)(=O)c2ccc(C)cc2)N2CCCC2)cc1 (stereo not drawn)	1%	5%	-27%
CC(C)Oc1ccc(C(=O)N(Cc2ccc(N(C)C)cc2)Cc2ccco2)cc1	13µM*	15%	u
COc1ccccc1N1CCN(C(=O)c2cccc(NC3=NC4CS(=O)(=O)CC4S3)c2)CC1 (stereo not drawn)	-14%	x	-11%
CCOC(=O)c1noc(C)c1C(=O)Nc1nccs1	-3%	6%	3%
CC(=O)Oc1ccccc1-c1nc(C)nc(N(C)C(C)=O)n1	-16%	2%	-11%
Cc1ccc(-n2c(=O)c3ccccc3n(CC(=O)NCc3ccco3)c2=O)cc1	-8%	1%	-6%
Cc1oc2cc(O)ccc2c(=O)c1Oc1ccccc1Br	u	-3%	-9%
O=C(Nc1ccc2c(c1)OCO2)C1Cc2c(-c3ccccc3Oc3ccccc3)ccnc2O1 (stereo not drawn)	u	x	u
COc1ccc(CCNC(=S)NC(=O)/C=C/c2ccc(C)cc2)cc1OC	u	-2%	-23%
COc1cccc(-n2cnc3c(sc4nc(N5CCOCC5)c5c(c43)CCCC5)c2=O)c1	18µM*	9%	u
Cc1ccc(S(=O)(=O)NCCc2nnc3ccc(SCc4ccc(F)cc4)nn23)cc1	18µM*	-3%	16µM*
CS(=O)(=O)c1cccc(NC(=O)CSc2nnc3n2CCCCC3)c1	6%	0%[56.1 µM]	29%
C/C(=N\NC(=O)c1cc(-c2ccncc2)nc2ccccc12)c1ccc(OC(F)F)cc1	u	5%	u
CCOC(=O)C1=NOC2(C1)C(=O)Nc1ccc(OC)cc12 (stereo not drawn)	-12%	x	-13%
CC(=O)c1cccc(S(=O)(=O)N2CCC(C(=O)Nc3cccc(C(=O)NC4CC4)c3)CC2)c1	-9%	0%	1%
CC(C)(C)n1nnnc1C(c1ccccn1)N1CCN(C(c2ccccc2)c2ccccc2)CC1 (stereo not drawn)	18%	-5%	3%
CCc1nnc(NS(=O)(=O)c2ccc(NC(=O)c3cc(Cl)ccc3OC)cc2)s1	11%	x	-8%
Cc1ccc(C)c(NC(=O)CN(C)C(=O)c2cc(C3CC3)nn2-c2ccccc2)c1	u	0%	16µM*
CCNc1nc(N2CCCN(C)CC2)nc2cc(OC)c(OC)cc12	11µM*	x	11µM*
Cc1nc(N)sc1C(=O)Nc1ccccc1	u	4%	u
O=C(NCCC1CCCCN1S(=O)(=O)c1ccccc1)C(=O)NCc1ccccc1F (stereo not drawn)	u	1%	u
Cn1c(=O)n(C)c2cc(/C=N/NC(=S)NCc3ccccc3)ccc21	26µM*	8%	u
COc1ccc(/C=N/NC(=O)c2cc(C)oc2C)cc1OC	-25%	8%	-3%
COc1ccc(-c2nc(SCC(=O)NC3CCCC3)c(-c3ccc(F)cc3)[nH]2)cc1	u	8%	u
CCOc1ccc(N2CC(NC(=O)Cc3cccs3)CC2=O)cc1 (stereo not drawn)	4%	-3%	13%
O=C(Nc1ccccc1)/C(=C\c1ccc2c(c1)OCO2)NC(=O)c1ccco1	-4%	-2%	-26%
COc1cc(C(=O)Nn2cnnc2)ccc1OC(F)F	20%	x	4%
